Polio RdRp inh – inhibitors of poliovirus RNA polymerase binding and polymerization; P03300; poliovirus polymerase elongation, fluorescence polarization; active compounds read low; % elongation, % (compound at 16.7 µg/mL); hit rate 0.66% among 150,000; in the data active means % elongation below about 90%; further: some results filed as inactive read as strong as hits
Target sequence (P03300 1749-2209 limits assumed): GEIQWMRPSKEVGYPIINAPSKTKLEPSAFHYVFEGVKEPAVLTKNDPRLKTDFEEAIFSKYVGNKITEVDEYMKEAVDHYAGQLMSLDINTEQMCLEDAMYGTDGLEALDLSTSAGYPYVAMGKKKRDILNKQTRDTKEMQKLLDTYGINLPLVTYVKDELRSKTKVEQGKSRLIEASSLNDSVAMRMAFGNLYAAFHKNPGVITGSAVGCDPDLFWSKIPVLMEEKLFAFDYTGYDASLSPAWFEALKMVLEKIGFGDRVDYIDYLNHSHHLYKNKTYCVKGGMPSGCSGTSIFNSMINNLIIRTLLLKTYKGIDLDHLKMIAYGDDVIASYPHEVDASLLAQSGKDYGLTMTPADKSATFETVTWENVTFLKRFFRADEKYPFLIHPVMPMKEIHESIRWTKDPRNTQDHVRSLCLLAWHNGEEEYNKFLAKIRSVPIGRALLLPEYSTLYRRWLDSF
Polio RdRp inh FP z-score – further read-out of Polio RdRp inh, marked with its call; z-score; measured here: FP z-score; hits read low
* marks the source's active call; other numbers are inactive results. Some of the compounds tested; the hit share may differ from the screen's.

Results follow in this order: Polio RdRp inh | Polio RdRp inh FP z-score
Cc1nc2ccccc2c(=O)n1-c1cccc(C(F)(F)F)c1
 : 101 | -0.5
COc1ccc(CN2C(=O)CC(Cc3ccccc3)C2=O)cc1OC (centres undefined)
 : 102 | -0.1
CCOc1cccc(NC(=O)CSc2ncc(-c3ccc(Cl)cc3)[nH]2)c1
 : 104 | -0.3
CCC(Sc1nc2ccncc2[nH]1)C(=O)NCCc1ccccc1 (centres undefined)
 : 104 | 0.4
CCCCN=Cc1c(O)n(-c2ccc(Cl)cc2)c(=O)[nH]c1=O
 : 106 | 1.3
CN(C)CCCNCc1ccccc1F
 : 104 | 0.6
CN(Cc1ccccc1)C(=O)Cn1nc(-c2ccc(Cl)cc2)ccc1=O
 : 103 | 0.8
CCCC12CCC(C(=O)O)(CC1)CC2
 : 101 | -0.2
Cc1ccc(-c2n[nH]c(=S)n2C)cc1
 : 101 | -0.2
CCCCN(CC)C(=O)Cn1c(=O)n(-c2ccc(OCC)cc2)c(=O)c2c3c(sc21)CCC3
 : 104 | -0.2
COc1ccc(C2=NOC(C(=O)N(C)C3CCCCC3)C2)cc1 (centres undefined)
 : 99 | 0
Cc1nc2c(o1)N(c1ccccc1)C(N)=C(C#N)C2c1ccc(OC(C)C)cc1 (centres undefined)
 : 101 | 0
COc1cc(CNCc2nnc3ccccn23)cc(I)c1O
 : 98 | -0.5
Cc1ccc(CNc2nc(-c3ccco3)nn2S(=O)(=O)c2ccc3ccccc3c2)cc1
 : 108 | 0.3
CC(C)(C)c1ccc(/C=C/C(=O)NCCCn2ccnc2)cc1
 : 104 | 0.7
O=C(NCc1ccc(F)cc1)c1ccc(Nc2nc3ccccc3n3nnnc23)cc1
 : 102 | -0.7
O=C(CSc1nc2ccccc2o1)Nc1ccccn1
 : 104 | 0.2
CCOC(=O)c1ccc(N=C2SC(C(=O)Nc3ccccc3)CC(=O)N2C)cc1 (centres undefined)
 : 104 | 0.2
O=C(O)c1cc(NC(=O)c2cccs2)cc(C(=O)O)c1
 : 102 | 0.2
COC(=O)c1ccc(NC(=O)C(C)C)cc1
 : 109 | 0.5

Profiles as entered above.
O=C(NCc1ccc(F)cc1)c1ccc(Nc2nc3ccccc3n3nnnc23)cc1 in the list: Polio RdRp inh: 102; Polio RdRp inh FP z-score: -0.7
Cc1ccc(-c2n[nH]c(=S)n2C)cc1 in the list: Polio RdRp inh: 101; Polio RdRp inh FP z-score: -0.2
COc1ccc(C2=NOC(C(=O)N(C)C3CCCCC3)C2)cc1 (centres undefined) in the list: Polio RdRp inh: 99; Polio RdRp inh FP z-score: 0

Following part
Results follow in this order: Polio RdRp inh | Polio RdRp inh FP z-score
c1ccc(-n2ncc3c(OCc4nc5ccccc5s4)ncnc32)cc1
 : 101 | -0.3
Cc1cccc(-n2c(/C=C/c3c[nH]c4ccccc34)nc3ccccc3c2=O)c1
 : 108 | 0.6
COc1ccc(S(=O)(=O)NCc2ccccc2)cc1
 : 100 | -0.1
O=C(COC(=O)c1cccc(Cl)c1)NC12CC3CC(CC(C3)C1)C2
 : 97 | -1.7
Cc1ccccc1NCc1nc[nH]c1C
 : 100 | -0.3
CC(=O)OCC#CCSc1nnc(-c2cccc(Br)c2)o1
 : 107 | 0.4
COc1cccc(C2=NC(C)(C)NC(c3ccccc3O)C2)c1 (centres undefined)
 : 105 | 1.4
COc1cccc(CN(C)CCN)c1
 : 103 | 0.5
O=C(NC1CCC(O)CC1)c1cc(Cl)c(O)c(Cl)c1 (centres undefined)
 : 102 | -0.2
COC(=O)c1ccc(-n2nnnc2SCC(=O)NC(C)(C)C)cc1
 : 98 | -0.5
CCCCCn1c(=O)[nH]c2cc(C(=O)N3CCN(c4ccc(OC)cc4)CC3)ccc2c1=O
 : 104 | -0.2
O=C1C2C3CC4C5C3C1C5C(F)(F)C42 (centres undefined)
 : 106 | 0.8
Cc1ccc(C(=O)CC2(O)C(=O)N(CCc3ccccc3)c3ccc(Cl)cc32)cc1 (centres undefined)
 : 102 | -1.4
O=C(CSc1ncnc2nc[nH]c12)N1CCOCC1
 : 100 | -0.3
Clc1ccc(SCCCCn2cncn2)cc1
 : 104 | 0.9
Nc1c(-c2nc(-c3ccncc3)no2)nnn1CC(=O)Nc1ccccc1
 : 114 | 1.4
Cc1cc(C(=O)N2CCN(c3ccccc3F)CC2)c2c(C)nn(-c3ccccc3)c2n1
 : 115 | 1.4
Cc1cc2cc(CNC(=S)NC(C)(C)C)ccc2n1C
 : 103 | 0.7
COC(CNC(=O)c1cc(=O)[nH]c2ccc(Br)cc12)OC
 : 104 | 1.4
O=C(COc1ccc(-n2ccnc2)cc1)Nc1cccc(Cl)c1
 : 99 | -0.1

Continued:
Results follow in this order: Polio RdRp inh | Polio RdRp inh FP z-score
Cn1nc(C(F)(F)C(F)F)cc1-c1ccccc1O
 : 102 | 0.6
CCOC(=O)C1CCCN(S(=O)(=O)c2ccc3c(c2)oc(=O)n3C)C1 (centres undefined)
 : 106 | 0.4
O=C(CN1CCCc2ccccc21)NN1C(=O)NC2(CCCCC2)C1=O
 : 101 | -0.2
Cc1nn(C)c(C)c1NS(=O)(=O)/C=C/c1ccccc1
 : 100 | -0.4
CCc1c(C)c(C#N)c2nc3ccccc3n2c1N1CCCC1
 : 100 | -0.2
Cc1ccc(Cn2c(C)c(CNC3CCCCC3)c(C(=O)O)c2C)cc1
 : 100 | -0.9
CC(C)(C)OC(=O)N1CCC(c2c(C(=O)Nc3ccc4c(c3)OCCO4)cnn2-c2ccc(F)cc2F)CC1
 : 109 | 0.5
CCN1C(=O)SC(CC(=O)O)C1=O (centres undefined)
 : 104 | 0.7
CCCn1c(C)cc(/C=C(\C#N)C(=O)N(CC)c2nc3c(C)cccc3s2)c1C
 : 100 | -0.2
Cn1c(C(=O)O)c(CNCCC2=CCCCC2)c2ccccc21
 : 102 | 0.1
COc1ccc(N2CCN(C(=O)CSc3c4c(nc5ccc(Cl)cc35)CCCC4)CC2)cc1
 : 104 | 0
S=c1[nH]nc(Cn2cnc3ccccc32)n1-c1ccccc1
 : 99 | -1
Cc1cccc(CSCc2ccc(C(=O)NCCc3ccccc3)o2)c1
 : 107 | -0.8
CCc1ccc(NC(=O)CCCc2nc(-c3ccco3)no2)cc1
 : 98 | -0.5
CCc1cnc2c(c1SCC(=O)Nc1ccc(C)cc1C)c(=O)n(C)c(=O)n2C
 : 105 | -0.2
CC(=O)NC1C(=O)N(c2ccccc2)N=C1C (centres undefined)
 : 102 | 0.3
CCOc1ccc(CNC(=O)C2Cc3ccccc3N2C(=O)CC)cc1OC (centres undefined)
 : 105 | -0.2
COc1ccc(-n2nc(C(=O)N(C)c3ccccc3)c3c4ccccc4n(C)c3c2=O)cc1
 : 103 | 0.4
O=C(O)C1CCCN(S(=O)(=O)N2CCCCC2)C1 (centres undefined)
 : 103 | 0.2
O=C(CSC(=S)N1CCOCC1)c1ccccc1
 : 98 | -0.1

(listing goes on)
Results follow in this order: Polio RdRp inh | Polio RdRp inh FP z-score
COc1ccc(C2(O)CC3CCC(C2)N3c2cc(C)nc(-c3ccccc3)n2)cc1 (centres undefined)
 : 100 | -0.6
CC1(C)CC(=O)c2cnc(NC(=O)c3ccc(Cl)cc3)nc2C1
 : 101 | -0.1
CCCCN(C)CCNC(=O)c1ccc(Cn2c(=O)[nH]c3cc(OC)c(OC)cc3c2=O)cc1
 : 104 | -0.2
C=CCC(CN)(CC=C)c1ccc(OC)c(OC)c1
 : 102 | 0
CC(C)(C)C1C/C(=C/c2ccco2)C(=O)/C(=C/c2ccco2)C1 (centres undefined)
 : 76 | -3.3
O=C(CSc1nc2cc3ccccc3cc2[nH]1)Nc1cccc(C(F)(F)F)c1
 : 106 | 0.2
Cc1ccc(CN2CC(C(=O)NCc3ccc(S(N)(=O)=O)cc3)CC2=O)cc1 (centres undefined)
 : 101 | -0.2
COC(=O)c1ccccc1NC(=O)c1nc2ncccn2n1
 : 104 | 1.2
CC(=O)N(c1ccccc1)c1nc(CSc2nnc(-c3ccc(C)cc3)o2)cs1
 : 102 | 0.3
COc1ccc(OC)c(NC(=O)c2cnc(Nc3ccc(C)c(Cl)c3)c3ccccc23)c1
 : 104 | 0
CN(C(=O)c1nn(C)c2c1CSc1ccccc1-2)c1ccccc1
 : 101 | -0.2
Cc1c(Cl)cccc1-c1ccc(/C=C(\C#N)c2nc3ccccc3[nH]2)o1
 : 82 | -5.3
CC(=O)Nc1ccc(Br)c(OC(F)F)c1
 : 102 | -0.1
COc1ccc(SCCc2ccncc2)cc1
 : 100 | -0.5
O=C(c1ccco1)n1nc(-c2ccccc2)nc1NCc1ccc(Cl)cc1
 : 104 | -0.1
O=C(O)COc1ccccc1C=C1C(=O)c2ccccc2C1=O
 : 104 | 0.7
c1ccc(NCc2ccncc2)cc1
 : 100 | -0.8
COc1ccc(-c2cc(C(F)(F)F)n3nc(C(=O)Nc4sc5c(c4C#N)CCC(C)C5)cc3n2)cc1OC (centres undefined)
 : 104 | -0.2
CCOC(=O)c1cc(CC)sc1/N=C/C1C(=O)NC(=S)NC1=O
 : 100 | -0.4
COc1ccc(-c2csc3nc[nH]c(=O)c23)cc1OC
 : 100 | -0.3

Further compounds follow.
Results follow in this order: Polio RdRp inh | Polio RdRp inh FP z-score
NC(=O)CN(C1CCCCC1)S(=O)(=O)c1ccc(Br)cc1
 : 99 | -0.7
CC(C)NC(=O)/C=C/c1ccco1
 : 101 | -0.2
Cc1ccc(C(=O)N/N=c2\oc3ccccc3cc2C(N)=O)cc1
 : 103 | 0.4
CC(=O)N=C(N=Nc1c(O)[nH]c2ccccc12)NC(C)=O
 : 104 | 0.5
COc1ccc(CNc2nc3c(-c4ccccc4)nnn3c3ccccc23)cc1
 : 107 | 0.8
O=C(NC1C2CC3CC(C2)CC1C3)c1cc2ccccc2o1 (centres undefined)
 : 99 | -0.5
Cn1nc(-c2ccc(C(=O)N3CCN(CCO)CC3)cc2)c2ccccc2c1=O
 : 98 | -0.6
COCCn1c(C)cc(/C=N/n2c(-c3ccccc3C)n[nH]c2=S)c1C
 : 82* | -3*
CCCc1c(NC(=O)Nc2ccc(F)cc2)cnn1-c1ccccc1
 : 103 | 0.3
COC(=O)c1ccc(C2N(Cc3ccc(F)cc3)CCCN2Cc2ccc(F)cc2)cc1
 : 103 | 0.8
Cc1ccc2oc3c(c(=O)c2c1)C(c1ccc(F)cc1)N(Cc1ccc2c(c1)OCO2)C3=O (centres undefined)
 : 105 | 0.1
COc1ccc(C2=C/C(=C/c3ccc4c(c3)OCO4)C(=O)O2)cc1
 : 86 | -4.2
C#CCn1c(-c2nonc2N)nc2ccccc21
 : 100 | -0.1
O=C(c1cnoc1)c1cc(Cl)cc(Cl)c1O
 : 101 | -0.1
NC(=O)c1ccc(N2CCCCC2)c(N)c1
 : 100 | -0.4
O=S(=O)(Nc1ccc(-c2ccc(N3CCCCCC3)nn2)cc1)c1cccc(C(F)(F)F)c1
 : 100 | -1.3
COc1ccc(CNC(=O)Cc2csc(N3CCCC3=O)n2)cc1
 : 99 | -0.4
O=C(c1ccccc1)c1cn(Cc2ccccc2)c2ccccc2c1=O
 : 105 | 1.4
CCc1ccc(OCC2c3cc(OC)c(OC)cc3CCN2C(=O)c2ccc(S(=O)(=O)N3CCCC3)cc2)cc1 (centres undefined)
 : 110 | 0.5
N#CC1=C(S)N(c2ccccc2)C(c2ccc(-c3cccc(Cl)c3)o2)NC1=O (centres undefined)
 : 101 | -0.2

The results go on:
Results follow in this order: Polio RdRp inh | Polio RdRp inh FP z-score
O=C(Cn1ccc(=O)[nH]c1=O)OCc1c(Cl)cccc1Cl
 : 102 | -0.1
CCCCc1ccc(-n2nc3ccc(NC(=O)c4cc5ccccc5o4)cc3n2)cc1
 : 97 | -0.9
N#C/C(=C(/O)CSc1nnc(N)s1)c1nc2ccccc2s1
 : 106 | 0.4
CCCCN(C)C(=O)Cn1nc(CC)n2c(cc3sccc32)c1=O
 : 103 | 0.6
Cc1c(-c2ccccc2)sc(NC(=O)C2CC(=O)N(Cc3ccco3)C2)c1C(=O)N1CCOCC1 (centres undefined)
 : 105 | 0.3
CC1CCN(S(=O)(=O)c2ccc3c(c2)c(=O)c(C(=O)N2CCN(c4cccc(Cl)c4)CC2)cn3C)CC1
 : 105 | 0.1
COc1ccc(N(C(C)=O)S(=O)(=O)c2ccc(C)cc2)cc1
 : 103 | 0.2
COc1ccc(C)cc1CC(=O)O
 : 102 | 0
CC(NC(=O)CSc1ncnc2ccccc12)C1CC2CCC1C2 (centres undefined)
 : 100 | -0.6
CC(=NCC1CCNCC1)C1=C(O)CC(C)(C)CC1=O
 : 102 | 0.1
CCOc1ccccc1CNC(=O)c1ccc2c(c1)sc1nc(-c3cccc(OC)c3)cn12
 : 101 | -1.1
COCCN1C(=O)C=CC1=O
 : 100 | -0.1
COc1ccc(NC(=O)Nc2ccccc2OCc2cc(=O)n3ccccc3n2)c(OC)c1
 : 98 | -1.8
CC(NC(=O)CSc1ccccc1C(=O)O)C1CC2CCC1C2 (centres undefined)
 : 96 | -3
O=C(CNCC1CCCO1)N1CCCC1 (centres undefined)
 : 101 | -0.2
Cc1ccc2c(=O)cc(C(=O)Nc3sc4c(c3C(=O)NCC3CCCO3)CCCC4)oc2c1 (centres undefined)
 : 104 | -0.6
O=C(NCc1ccc2c(c1)OCO2)c1ccccc1Cl
 : 100 | -0.3
O=C(CCS(=O)(=O)c1nc(-c2cccs2)cc(C(F)(F)F)n1)Nc1cc(Br)ccc1O
 : 105 | 0.2
Cc1ccc(CNc2oc(C)nc2C#N)cc1
 : 106 | 0.3
CC[N+](C)(CC)CCC[n+]1c(-c2ccccc2)c2cc(N)ccc2c2ccc(N)cc21
 : 65* | -6.6*

The results go on:
Results follow in this order: Polio RdRp inh | Polio RdRp inh FP z-score
Cc1ccccc1-c1nc(CN2CCC(C(=O)NCc3ccccc3Cl)CC2)c(C)o1
 : 110 | 0.6
CCOC(=O)c1ccc(-n2c(N)c(C(=O)NCC3CCCO3)sc2=S)cc1 (centres undefined)
 : 96 | -2.3
CC1c2cccn2CCN1S(=O)(=O)c1ccccc1 (centres undefined)
 : 99 | -0.5
CCOc1ccc(CCNC(=O)c2cn(-c3ccc(OC)cc3)c(=O)c3ccccc23)cc1OCC
 : 104 | -0.5

Reformatted: entries from further up
molecule | Polio RdRp inh | Polio RdRp inh FP z-score
CCOC(=O)c1ccc(-n2c(N)c(C(=O)NCC3CCCO3)sc2=S)cc1 (centres undefined) | 96 | -2.3
CCOc1ccc(CCNC(=O)c2cn(-c3ccc(OC)cc3)c(=O)c3ccccc23)cc1OCC | 104 | -0.5
